# S-ASM inh: Inhibitors of Secretory Acid Sphingomyelinase (S-ASM): qHTS; Sphingomyelin phosphodiesterase (Homo sapiens), P17405; placental ASM, HMU-PC fluorogenic substrate, 60 min; Potency, µM (highest dose often 57.5 µM), without a hit: at the top dose activity change, negative = inhibition, usual class: inhibitors; 0.006% of 340,000 active; AID 504937, 2011; also: potency is read from the fitted curve at half-maximal effect
#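 Human placenta-derived ASM preincubated with compound 10 min at room temperature, then reacted with 9 uM (final) fluorogenic HMU-PC substrate for 60 min at 37 C. Stop solution raises pH to 10; fluorescence read at Ex 386/Em 447 nm.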
# Mito fusion yeast: qHTS Assay for Small Molecule Inhibitors of Mitochondrial Division or Activators of Mitochondrial Fusion. S. cerevisiae fusion-defective mutant growth rescue, CellTiterGlo 48 h. Potency, µM (doses to about 46.1 µM), for the others: at the highest dose growth rescue (activation), usual class: activators. 0.23% of 320,000 active. AID 485298, 2010;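 also: potency is read from the fitted curve at half-maximal effect; % of control where 0% means no effect; nearly all actives have a fitted effect of over 45% in size; temperature-sensitive fusion mutants such as fzo1-1 at 37 °C on non-fermentable ethanol glycerol medium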
#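 Temperature-sensitive fusion-defective S. cerevisiae (e.g. fzo1-1, mgm1-5) were grown with compound in YPEG medium (3% ethanol, 3% glycerol) for 48 hours at 37C. Growth rescue was measured as viability by CellTiterGlo luminescence after 10 minutes at ambient.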
# MBNL1-CUG inh: qHTS Assay for Inhibitors of MBNL1-poly(CUG) RNA binding; Potency, µM (top dose mostly 57.5 µM), for the others: top-dose activity change, negative = inhibition, actives largely listed as inhibitors; AID 2675, 2010; 0.036% of 280,000 active; TR-FRET MBNL1-His/biotin-(CUG)12 binding, 665/545 ratio; active = well fitted inhibition curve with a large enough effect in the signal ratio, with a control signal flat, not every such curve was filed as active; inconclusive = small, poorly fitted or top-dose-only effect, or effect the other way, or a change in a side signal; inactive = no such curve, though single readings can be large or run the other way; the % refers to the signal ratio; also: potency is read from the fitted curve at half-maximal effect; % is scaled to controls: 0 for no effect and ±100 for the full control effect
# Target sequence (Q9NR56 whole entry, looked up): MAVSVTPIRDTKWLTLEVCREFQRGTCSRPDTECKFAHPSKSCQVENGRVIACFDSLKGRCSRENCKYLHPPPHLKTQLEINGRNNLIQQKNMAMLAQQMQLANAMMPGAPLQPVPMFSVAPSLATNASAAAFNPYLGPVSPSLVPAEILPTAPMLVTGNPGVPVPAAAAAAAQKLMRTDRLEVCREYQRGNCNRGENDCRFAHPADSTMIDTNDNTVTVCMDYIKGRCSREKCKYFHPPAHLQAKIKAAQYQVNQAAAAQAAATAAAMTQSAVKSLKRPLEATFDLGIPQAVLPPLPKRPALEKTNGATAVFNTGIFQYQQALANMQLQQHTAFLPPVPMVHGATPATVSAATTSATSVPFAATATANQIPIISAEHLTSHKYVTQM
#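 TR-FRET between His-tagged MBNL1 and biotin-(CUG)12 RNA, detected with Tb anti-His antibody (0.055 ng/ul) and streptavidin-XL665 (5 nM), 60 min at room temperature. Compounds titrated 92 nM to 58 uM; 665/545 nm ratio normalized to buffer and complex controls.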
# PTAP TSG101 blk: qHTS Assay for Iinhibitors of HIV-1 Budding by Blocking the Interaction of PTAP/TSG101; Potency, µM (doses to about 115 µM), inactives show top-dose activity change, negative = inhibition, actives largely listed as inhibitors; 340,000 tested, under 10 active; Fluorescence polarization, FITC-PTAP peptide / Tsg101 binding; active = well fitted inhibition curve with a large enough effect in the main read-out, with a control signal flat, not every such curve was filed as active; inconclusive = small, poorly fitted or top-dose-only effect, or effect the other way, or a change in a side signal; inactive = no such curve, though single readings can be large or run the other way; also: potency is read from the fitted curve at half-maximal effect; % of control where 0% means no effect
#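 Fluorescence polarization binding of Tsg101 binding domain (10 uM final) to FITC-labeled PTAP peptide (50 nM final) in HEPES pH 7.5 buffer with NaCl, Tween 20, EDTA, TCEP. Compounds added before peptide; binding 20 min at RT.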
# MLL CXXC-DNA inh: qHTS Fluorescence Polarization Assay for Inhibitors of MLL CXXC domain - DNA interaction | 0.037% of 290,000 active | Potency, µM (series often up to 115 µM), inactives show top-dose activity change, negative = inhibition, most hits filed as inhibitors | MLL-CXXC / FITC-HOXA9 DNA fluorescence polarization | AID 2662, 2010; active = well fitted inhibition curve with a large enough effect in the polarisation, with a control signal flat, not every such curve was filed as active; inconclusive = small, poorly fitted or top-dose-only effect, or effect the other way, or a change in a side signal; inactive = no such curve, though single readings can be large or run the other way; the % refers to the polarisation; also: potency is read from the fitted curve at half-maximal effect
#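 Fluorescence polarization: 7 uM MLL-CXXC (stock) preincubated 5 min with compounds, then 50 nM fluorescein-HOX-A9 DNA (stock) added; 30 min ambient. Buffer 50 mM Tris-HCl pH 7.5, 50 mM NaCl, 1 mM DTT, 0.05% BSA.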
# Integrin act MD: qHTS for Activators of Integrin-Mediated Alleviation for Muscular Dystrophy. alpha7betagal myoblasts, beta-gal FDG fluorescence, 48 h. Potency, µM (titrated, usually from 38.3 µM), for inactives: at the top dose activation, actives largely listed as activators. 0.064% of 350,000 active;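 also: potency is read from the fitted curve at half-maximal effect; 100% = response of the positive control SU9516; nearly all actives have a fitted effect of over 60% in size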
#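 Alpha7betagal+/- myoblasts (passage 13) were plated 16-24 hr, then exposed to compounds (1:260 dilution of DMSO stock) for 48 hours at 37C. After MPER lysis, β-galactosidase reporter activity was read as FDG fluorescence (ex 480/em 540) after 30 minutes.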
# TSHR antag: Antagonists of the Thyroid Stimulating Hormone Receptor: HTS campaign; Thyrotropin receptor (Homo sapiens), P16473; TSHR-expressing cells, TSH-stimulated cAMP HTRF, 2 h; hits give low values; activity change, negative = inhibition, % at 11.5 µM; 0.2% of 330,000 active;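 active = activity change below a set negative limit, meaning inhibition stronger than a set level, cut at about -70% in these data; inconclusive = activity change between two set negative limits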; also: % is scaled to controls: 0 for no effect and ±100 for the full control effect
#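 Antagonism was scored as loss of TSH-driven cAMP in TSHR cells, stimulated with 4nM TSH (EC80) for 2 hours at 37 deg C and detected by homogeneous HTRF competition immunoassay.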
# TCR activator: Activators of T cell receptors: qHTS campaign; primary human leukocytes, anti-CD3, IL-2 HTRF, 48 h; Potency, µM (series often up to 9.22 µM), inactives show at the top dose activation of IL-2 secretion, actives largely listed as activators; 330,000 tested, under 10 active; AID 504894, 2011; also: % of control where 0% means no effect
#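 48 hr co-incubation of compounds, a-CD3 beads and primary human leukocytes; IL-2 quantified homogeneously by HTRF with anti-IL-2 K and d2 conjugates.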
# AT treatment: qHTS Assay for Identifying a Potential Treatment of Ataxia-Telangiectasia; […] A-T fibroblasts, KAP-1 phosphorylation AlphaLISA; neocarzinostatin DNA damage 30 min before lysis; Potency, µM (series often up to 57.5 µM), for the others: top-dose activation, hits mostly activators; 0.19% of 320,000 active; AID 485349, 2010; also: potency is read from the fitted curve at half-maximal effect; % of control where 0% means no effect; nearly all actives have a fitted effect of over 45% in size
#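 hTERT-immortalized A-T patient fibroblasts ([…]), 500 cells/well in OPTI-MEM, 1% FBS, got compounds for 60 min, then NCS for 30 min at 37C. Lysates were then assayed for phospho-KAP-1 by AlphaLISA (anti-pKAP1 donor, anti-KAP1 acceptor beads), 6 hr at 25C.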
# Menin-MLL TR inh: qHTS Assay for Inhibitors Targeting the Menin-MLL Interaction in MLL Related Leukemias: Competition With Texas Red Labeled MLL-derived Mutant Peptide; Menin + Texas Red MLL mutant peptide, fluorescence polarization; Potency, µM (top dose mostly 61.6 µM), for inactives: at the top dose FP activity change, negative = inhibition, usual class: inhibitors; AID 1768, 2009; 0.23% of 270,000 active; active = well fitted inhibition curve with a large enough effect in the polarisation, with a control signal flat, not every such curve was filed as active; inconclusive = small, poorly fitted or top-dose-only effect, or effect the other way, or a change in a side signal; inactive = no such curve, though single readings can be large or run the other way; the % refers to the polarisation; also: potency is read from the fitted curve at half-maximal effect; % of control where 0% means no effect; many of its hits are not listed in these tables
# Target sequence (O00255 whole entry, looked up): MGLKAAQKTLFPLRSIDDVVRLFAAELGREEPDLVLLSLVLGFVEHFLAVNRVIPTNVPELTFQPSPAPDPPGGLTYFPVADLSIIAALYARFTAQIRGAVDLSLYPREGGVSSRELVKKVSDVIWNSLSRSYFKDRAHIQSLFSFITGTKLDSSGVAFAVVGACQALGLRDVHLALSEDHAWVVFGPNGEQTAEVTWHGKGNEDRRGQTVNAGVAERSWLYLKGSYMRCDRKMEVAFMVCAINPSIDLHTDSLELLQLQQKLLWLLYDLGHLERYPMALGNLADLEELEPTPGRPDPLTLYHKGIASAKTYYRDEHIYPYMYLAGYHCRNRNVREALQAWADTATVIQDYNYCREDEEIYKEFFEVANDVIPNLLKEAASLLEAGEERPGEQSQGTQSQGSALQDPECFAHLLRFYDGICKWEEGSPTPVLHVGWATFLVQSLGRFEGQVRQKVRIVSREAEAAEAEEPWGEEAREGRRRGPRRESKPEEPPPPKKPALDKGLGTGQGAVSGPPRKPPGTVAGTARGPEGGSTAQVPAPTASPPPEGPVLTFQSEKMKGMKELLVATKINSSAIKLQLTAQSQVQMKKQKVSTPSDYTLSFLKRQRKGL
# Numbers without * were called inactive; u = inconclusive; x = not tested or not shown; [ ] = dose if it differs, or a comment. Unless noted, calls follow the shape of the dose curve; as a rule, active = well fitted curve in the direction sought with a large enough effect; inconclusive = small, poorly fitted or top-dose-only effect, or another doubt; inactive = no such curve, though single readings can be large; an effect the other way counts as inactive or inconclusive. The list is partial; rates above refer to the full screens.
SMILES,S-ASM inh,Mito fusion yeast,MBNL1-CUG inh,PTAP TSG101 blk,MLL CXXC-DNA inh,Integrin act MD,TSHR antag,TCR activator,AT treatment,Menin-MLL TR inh
CC1Cc2ccccc2N1Cc1cccc(S(=O)(=O)N(C)C)c1 (centres undefined),1%,2%,-8%,-1%,20%,-22%,12,5%,-7%,2%
COc1ccc(O)c(/C=N/NC(=S)Nc2cccnc2)c1,15%,3%,7%,-1%,-2%,-52%[inhibitor],16,-3%,-12%,u
Cn1c(=O)c2c(n3cnnc13)-c1ccccc1CC21CCCC1,-3%,8%,-15%,-7%,7%,-18%,-17,-8%[46.1 µM],0%,-9%
COc1ccc(OC)c(CCNC(=O)c2ccc3c(c2)N(Cc2ccc(F)cc2)CCS3)c1,219%[activator],-1%,64%[activator],-3%,-6%,u,0,-5%,0%,7%
O=C(c1cccc(-c2ccco2)c1)N1CCCC(N2CCN(c3ccc(F)cc3)CC2)C1 (centres undefined),-1%,5%,1%,-1%,-12%,16%,-26,-25%,-4%,x
COCCNC(=O)c1cc(-c2ccccc2)nn1CC1CC(c2cccc([N+](=O)[O-])c2)=NO1 (centres undefined),4%,x,x,-4%,x,0%,x,1%,x,x
CC(=O)Nc1cc(NC(C)=O)ncn1,4%,-5%,-16%,2%,1%,-8%,29,-3%,9%,18%
Cc1ccc(Nc2cc(C)nc(N3CCOCC3)n2)c(C)c1,0%,26%,x,1%,-8%,22%,-4,2%[46.1 µM],6%,-5%
O=C(Nc1ccccc1)C(CCCCN1C(=O)c2ccccc2C1=O)N1C(=O)c2ccccc2C1=O (centres undefined),-1%,x,x,-6%,x,7%,x,-2%,x,x
Nn1c(SCC(=O)Nc2ccccc2F)nnc1C1CCCCC1,0%,1%,2%,-2%,-1%,12%,7,-6%,-2%,-2%
Cc1ccc(C(=O)C2=C(O)C(=O)N(Cc3ccco3)C2c2cccc(Cl)c2)o1 (centres undefined),-1%,3%,26%,2%,-1%,29%,-10,x,x,x
CCOc1ccc(OCC(=O)Nc2ccc(OC)cc2[N+](=O)[O-])cc1,3%,1%,6%,-5%,2%,6%,-4,-2%,2%,13%
COc1ccccc1CNC(=O)CCNS(=O)(=O)c1cccc2nsnc12,0%,-1%,u,-4%,-3%,-2%,1,-2%,1%,x
O=C(O)Cc1c(C(=O)O)nnn1-c1ccc(Cl)cc1Cl,0%,7%,-12%,2%,6%,4%,8,-6%,1%,6%
Cn1c(CN2CCCCC2)nc2cc(NC(=O)c3ccc(Cl)cc3)ccc21,11%,-3%,-4%,-6%,-1%,22%,-10,-7%,-1%,-25%
Cc1cc(NC(=O)CN2CCCC2c2nc3ccccc3s2)no1 (centres undefined),1%,0%,2%,-5%,14%,-21%,8,0%,5%,5%
Cc1ccc(CSCC(=O)N(CCC(C)C)c2c(N)n(Cc3ccccc3)c(=O)[nH]c2=O)cc1,17%,-1%,x,1%,x,6%,-7,-5%,4%,x
CCOc1nnc(C)c2c(C)n(-c3ccc(Cl)cc3)nc12,1%,-2%,5%,-1%,0%,-8%,-12,-6%,5%,x
Cc1cc(C(=O)CSc2nnc(-c3ccccc3)n2Cc2ccc3c(c2)OCO3)c(C)n1C,0%,0%,12%,-4%,-12%,-19%,-6,-8%,-3%,-15%
C=C1C(=O)O[C@@H]2[C@H]1[C@@H](OC(=O)/C(C)=C/C)C/C(C)=C\C(=O)/C=C(\C)[C@@H]2O,1%,-32%,-7%,-1%,-10%,-41%,21,5%,13%,x
Cc1cc(=O)[nH]c(N/N=C/C=C/c2ccccc2)n1,3%,0%,u,0%,15%,-15%,17,8%,-1%,1%
CC(C)CNC(=O)c1ccccc1NC(=O)CSCc1ccccc1,2%,0%,-9%,1%,-1%,3%,42,4%,x,5%
c1ccc(C2=Nn3c(nnc3-c3ccncc3)SC2)cc1,-3%,11%,-4%,-8%,-4%,20%,5,-7%,2%,-11%
COc1ccc(NC(=O)CNC(=O)Cn2c(C)cc3ccccc3c2=O)cc1OC,-2%,0%,-4%,-1%,-9%,-21%,2,-7%,1%,4%
CC(C)Cc1nc(SCC(=O)N2CCCC2)c2c(=O)n(C)c(=O)n(C)c2n1,-4%,1%,2%,1%,-3%,-14%,-16,6%,-1%,x

# The list goes on:
SMILES,S-ASM inh,Mito fusion yeast,MBNL1-CUG inh,PTAP TSG101 blk,MLL CXXC-DNA inh,Integrin act MD,TSHR antag,TCR activator,AT treatment,Menin-MLL TR inh
CC(C)Oc1ccccc1-c1nc(SCC(=O)O)n[nH]1,4%,-1%,4%,-5%,4%,-3%,-3,-1%,3%,-20%
COc1cccc(C(=O)C2CCCN(Cc3c(C)n(C)n(-c4ccccc4)c3=O)C2)c1 (centres undefined),5%,-1%,-4%,-1%,-3%,-4%,4,-9%,5%,x
O=c1[nH][nH]c(=O)c2c1[nH]c(=S)n2Cc1ccccc1,-1%,x,x,-3%,x,4%,x,-4%,x,x
Cc1ccnc2nc(NC(=O)c3ccco3)nn12,2%,1%,0%,-3%,22%,21%,1,3%,2%,-12%
CCC(C)c1ccc(NC(=O)COc2c(F)c(F)c(C(F)(F)F)c(F)c2F)cc1 (centres undefined),-15%,-22%,u,1%,-3%,-40%,-18,1%[46.1 µM],-8%,4%
CCOc1cc(C)nc(Oc2ccc(=O)[nH]n2)n1,5%,18%,-12%,-6%,-5%,-14%,41,x,10%,-8%
Cc1nc(NC(=S)NC(=O)COc2ccc(Cl)cc2)ccc1Br,13%,0%,u,1%,2%,29%,6,-2%[46.1 µM],-5%,-7%
CCOc1ccc(OCCNC(=O)c2ccc3c(c2)nnn3CC)cc1,-2%,x,x,6%,x,14%,-3,3%,-4%,x
Cc1nc2c(cnn2-c2ccc(Cl)cc2)c(=O)n1-c1ccc(N2CCC(C)CC2)cc1,x,1%,21%,x,0%,x,3,x,-3%,-11%
O=C(COc1ccccc1Cl)Nc1ccccc1C(=O)N1CCOCC1,3%,-1%,1%,-3%,-2%,-3%,-2,2%,-2%,-2%
NC(=O)/C(=C/c1ccco1)NC(=O)c1ccc(Br)o1,3%,x,x,-5%,x,21%,x,-24%,x,x
Cc1nc2ncnn2c(C)c1CCC(=O)N1CCCCC1,1%,-2%,0%,-4%,-1%,-6%,1,-3%,1%,-6%
Cc1c(Cl)cccc1NC(=O)CSc1nc2c(c(=O)[nH]1)CCCC2,x,-20%,-2%[11.5 µM],x,5%,x,-8,4%[46.1 µM],1%,-1%
COc1cc(OC)cc(C(=O)NNC(=O)CCOc2ccccc2OC)c1,1%,-1%,x,-4%,x,14%,10,-3%,-5%,x
CN1CCN(C(=O)c2ccc(Cl)c(S(=O)(=O)N3CCCCCC3)c2)CC1,0%,7%,-4%,-1%,-1%,3%,1,-2%,3%,-10%
COc1ccc(CCNS(=O)(=O)c2ccc3oc(C(=O)O)c(C)c3c2)cc1OC,2%,0%,u,-3%,0%,11%,5,-7%[46.1 µM],2%,-1%
O=C(Nc1ccc(Cl)c(-c2nc3ccccc3[nH]2)c1)c1ccc2c(c1)OCO2,-3%,u,-5%,-3%,8%,-32%,4,1%[46.1 µM],7%,u
COc1ccc(NC(=S)NCCCN2CCOCC2)cc1,3%,5%,0%,-7%,-5%,16%,-2,3%,-4%,x
Cc1nn(-c2ccccc2)c(C)c1-c1nnc(-c2c(C)nn(-c3ccccc3)c2C)o1,-3%,-1%,-9%,1%,0%,27%,-6,-5%,8%,x
CCOC(=O)Cc1nnc2c(Nc3ccc(C)cc3)nc3nonc3n12,-6%,29%,u,-12%,8%,u,-8,1%,-5%,18%
COc1ccc2nc(NC(=O)C3CCCN(S(=O)(=O)c4cccc5nsnc45)C3)sc2c1 (centres undefined),-16%,17%,u,-3%,47%[activator],0%,-9,4%,16%,-29%
COCCNS(=O)(=O)c1ccc(C2CNC(=O)C2)cc1 (centres undefined),1%,1%,3%,-1%,-1%,-8%,-2,-4%,5%,-3%[11.7 µM]
